Assay outcomes (PubChem BioAssay)
GAA850 FXN act = increases GAA850 frataxin promoter reporter activity | activation, % at 6 µM | HEK293 lucGAA850 FXN promoter luciferase reporter, 24 h; percent of 10 µM SAHA response | AID 540364 | actives 0.56% (n = 360,000);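 active = activation above the average of all compounds screened plus 3 SD, cutoff fixed separately per campaign, cut at about 7.5% in these data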;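 note: 0% = DMSO wells and 100% = 10 µM SAHA wells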
ssDAF12 agonist = S. stercoralis DAF-12 activation, primary screen; activation, % at 6.8 µM; HEK293 ssDAF-12/GRIP1 lit1-tk-luc reporter, luminescence; % of 3 µM dafachronic acid response; actives 1% (n = 370,000); AID 652126;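 active = activation above the mean over all tested compounds plus 3 SD, cut at about 0.9% in these data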;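 note: 0% = DMSO-only wells and 100% = 3 µM delta7-dafachronic acid wells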
DAX1 inh-1 = blocks DAX1 repression of SF-1 activated StAR promoter; HEK293T StAR-luciferase reporter, SF-1/DAX-1 repression relief; actives 1.1% (n = 370,000); inhibition, % at 6.8 µM; AID 652010;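 active = inhibition above the mean over all tested compounds plus 3 SD, cut at about 3.6% in these data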;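 note: 0% = DAX-1 cells with DMSO and 100% = cells lacking DAX-1 with DMSO; higher inhibition means more luminescence from relief of DAX-1 repression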
PLC-gamma1 inh = inhibitors of human phospholipase C gamma1. actives 0.84% (n = 370,000). inhibition, % at 12.2 µM. purified PLC-gamma1, fluorogenic substrate, fluorescence. P19174; in the data active = inhibition above about 9.5%
hgDAF12 agonist = hgDAF-12 agonism, primary luciferase screen; HEK293 GAL4-hgDAF12 UAS-luciferase reporter, agonist luminescence; normalized to butyrate control; activation, % at 6.8 µM; actives 1.8% (n = 370,000);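 active = activation above a cutoff set at the mean of all screened compounds plus 3 SD, cut at about 10% in these data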;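 note: 0% = DMSO wells and 100% = sodium butyrate wells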
ADAM10 inh = ADAM10 inhibition, QFRET primary screen; O14672; actives 0.62% (n = 370,000); AID 720582; recombinant ADAM10, EDANS/DABCYL FRET peptide cleavage, 3 h; inhibition, % at 7 µM;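 active = inhibition above a per-campaign cutoff equal to the mean of compounds falling between control-based bounds plus 3 SD, cut at about 20% in these data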;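 note: 0% = DMSO wells while the 100% control is not disclosed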
sPLA2-III inh = Blocks human group III sPLA2 activity. QFRET BODIPY PC-A2 liposome hydrolysis, fluorescence. inhibition, % at 12.2 µM. AID 743126. actives 0.56% (n = 370,000);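 active = inhibition above mean plus 3 SD of compounds lying within the high and low control bounds, cut at about 19% in these data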;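 note: 0% = median of test compound wells and 100% = no enzyme DMSO wells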
Target sequence (Q9NZ20 whole entry, looked up): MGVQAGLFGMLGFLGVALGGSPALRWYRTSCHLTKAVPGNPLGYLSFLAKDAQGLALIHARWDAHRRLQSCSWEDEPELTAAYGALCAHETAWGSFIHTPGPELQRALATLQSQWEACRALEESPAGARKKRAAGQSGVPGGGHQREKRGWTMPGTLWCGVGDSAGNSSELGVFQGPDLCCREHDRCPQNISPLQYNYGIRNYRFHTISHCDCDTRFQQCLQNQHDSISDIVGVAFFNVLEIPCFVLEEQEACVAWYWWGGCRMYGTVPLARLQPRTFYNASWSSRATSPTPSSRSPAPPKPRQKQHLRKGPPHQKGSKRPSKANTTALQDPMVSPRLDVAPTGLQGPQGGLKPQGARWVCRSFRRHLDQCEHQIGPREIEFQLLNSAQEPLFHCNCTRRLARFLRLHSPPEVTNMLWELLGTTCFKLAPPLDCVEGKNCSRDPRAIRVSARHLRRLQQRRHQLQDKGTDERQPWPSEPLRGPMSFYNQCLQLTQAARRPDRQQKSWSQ
hcDAF-12 act = activates DAF-12 receptor from parasite H. contortus; HEK293 hcDAF-12 lit1-tk-luc reporter, luminescence; 0% DMSO, 100% Δ7-dafachronic acid; activation, % at 6.8 µM; actives 1.4% (n = 370,000);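 active = activation above the mean of all tested compounds plus 3 SD, cut at about 5.5% in these data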;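 note: 100% = response to 3 µM Δ7-dafachronic acid high control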
ADAM17 inh = inhibitors of human ADAM17 | P78536 | recombinant ADAM17, EDANS/DABCYL FRET peptide cleavage | inhibition, % at 6.95 µM | actives 0.83% (n = 370,000) | AID 720648;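 active = inhibition above the mean of compounds lying between control limits plus 3 SD, set per campaign, cut at about 8.5% in these data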;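 note: 0% = DMSO-only wells as the low control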
PLC-beta3 inh = inhibitors of human phospholipase C beta3; Purified PLC-beta3, fluorogenic substrate, fluorescence; inhibition, % at 12.2 µM; actives 0.18% (n = 370,000); in the data active = inhibition above about 11%;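 note: 0% = median of compound wells on plate and 100% = full blocker control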
DAX1 inh-2 = NR0B1 (DAX1) inhibition; HEK293 Gal4-DAX1 luciferase reporter, luminescence; inhibition, % at 6.75 µM; actives 0.99% (n = 340,000); AID 504766;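 active = inhibition above the mean over all tested compounds plus 3 SD, cut at about 4.2% in these data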;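 note: 0% = DAX1-transfected cells with DMSO and 100% = empty-vector control cells with DMSO; inhibition shows as a rise in luminescence from relieved DAX1 repression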
Target sequence (P51843 207-470 limits assumed): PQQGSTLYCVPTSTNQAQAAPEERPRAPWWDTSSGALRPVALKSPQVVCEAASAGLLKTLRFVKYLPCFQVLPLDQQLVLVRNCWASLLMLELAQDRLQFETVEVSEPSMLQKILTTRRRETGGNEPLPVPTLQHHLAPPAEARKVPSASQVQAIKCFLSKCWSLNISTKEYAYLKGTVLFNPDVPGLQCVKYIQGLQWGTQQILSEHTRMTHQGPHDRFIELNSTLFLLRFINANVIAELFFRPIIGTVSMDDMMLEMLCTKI
The depositor's hits bear a star; . = no result given.

SMILES	GAA850 FXN act	ssDAF12 agonist	DAX1 inh-1	PLC-gamma1 inh	hgDAF12 agonist	ADAM10 inh	sPLA2-III inh	hcDAF-12 act	ADAM17 inh	PLC-beta3 inh	DAX1 inh-2
COc1c(NC=O)c2c(c([N+](=O)[O-])c1OC)C(=O)OC2	-0.9	-1.0	0.1	5.2	-3.9	6.1	4.6	-1.6	8.8*	5.6	-1.9
Cn1c(=O)c(C(=O)NC2CCCCCCC2)c(O)c2ccccc21	-0.3	-0.9	-0.3	-0.2	2.7	6.7	3.2	0.2	-0.3	2.3	1.3
O=C(Nc1ccccc1)c1cc(Cl)nc2ccccc12	0.2	-0.7	-0.5	0.2	-2.1	-4.3	10.3	-0.6	-2.2	-0.4	0.1
CCCc1c(C(=O)N/N=C(\C)CCc2ccc(OC)cc2)nnn1-c1nonc1N	0.4	-0.7	-0.2	-0.5	-0.5	-9.8	3.7	0.6	-2.3	-3.8	0.2
Cc1cccc(C)c1NC(=O)c1cnn(-c2ccccc2)c1C	-0.3	-1.1	-0.6	1.0	1.3	2.9	1.9	-0.1	-3.5	-5.7	0.6
CC1=C(C(=O)OC2CCCCC2)C(c2cccnc2)n2nnnc2N1 (stereo unspecified)	-0.7	-1.4	0.0	1.2	-1.8	-0.3	11.6	-2.0	-1.7	0.7	-1.9
C=C(C)Cn1c(SCC(=O)N/N=C/c2c(O)ccc3ccccc23)nc2ccccc2c1=O	0.5	0.6	-0.1	-1.9	-0.1	-2.2	1.0	6.0*	-0.2	2.8	0.7
CN1CCN(S(=O)(=O)c2ccc(Br)c3nsnc23)CC1	2.4	-1.7	0.0	-5.9	-1.6	-0.7	0.1	-1.7	-1.5	-0.5	0.4
CCOC(=O)c1c(/N=C/C2=C(O)CC(C)(C)CC2=O)sc2c1CCCC2	-1.4	-1.0	0.2	-2.0	-1.3	-5.4	7.2	-2.1	-2.0	-11.9	.
Cc1cccc(OCCCC(=O)NC2CCCCC2)c1	0.1	-1.2	0.1	3.9	1.5	4.3	10.6	1.2	2.6	-2.6	-0.3
CCN(CC)N=Nc1ccc(C(=O)O)cc1	5.5	-0.5	1.1	1.1	7.0	5.4	4.4	3.8	-0.4	1.9	-0.6
O=C(Cc1c(F)cccc1Cl)Nc1cc(S(=O)(=O)N2CCCCC2)ccc1N1CCOCC1	4.8	-1.5	0.1	-1.4	-0.1	-5.8	9.5	-0.8	-4.4	-8.6	5.8*
CCOc1ccc(OCC)c(NC(=O)C2CCN(S(=O)(=O)c3cccc4nonc34)CC2)c1	-0.2	-1.3	0.6	1.5	-2.0	3.7	2.8	-0.3	-0.1	-4.7	2.4
CCOC(=O)N/N=C/c1cccnc1	0.5	-1.3	-0.2	-2.4	1.5	-6.0	1.8	-2.0	-0.9	1.4	0.7
CCOc1ccccc1N1CCN(C(=O)CC(C)C)CC1	-0.2	-1.1	-0.3	2.2	3.2	-5.0	7.6	-1.9	-5.0	1.4	1.4

Reprinted at random: 2 entries already listed, in no set order.
SMILES	GAA850 FXN act	ssDAF12 agonist	DAX1 inh-1	PLC-gamma1 inh	hgDAF12 agonist	ADAM10 inh	sPLA2-III inh	hcDAF-12 act	ADAM17 inh	PLC-beta3 inh	DAX1 inh-2
Cn1c(=O)c(C(=O)NC2CCCCCCC2)c(O)c2ccccc21	-0.3	-0.9	-0.3	-0.2	2.7	6.7	3.2	0.2	-0.3	2.3	1.3
CCOc1ccccc1N1CCN(C(=O)CC(C)C)CC1	-0.2	-1.1	-0.3	2.2	3.2	-5.0	7.6	-1.9	-5.0	1.4	1.4

Next part:
SMILES	GAA850 FXN act	ssDAF12 agonist	DAX1 inh-1	PLC-gamma1 inh	hgDAF12 agonist	ADAM10 inh	sPLA2-III inh	hcDAF-12 act	ADAM17 inh	PLC-beta3 inh	DAX1 inh-2
COc1ccc(CCNC(=O)CSc2ccc3nnc(CCNC(=O)c4ccccc4)n3n2)cc1OC	0.8	-0.5	-1.3	1.9	1.2	1.1	10.1	-0.7	-1.8	-4.5	2.2
CC(=O)NN1C(=O)c2ccccc2NC1c1ccc([N+](=O)[O-])o1 (stereo unspecified)	0.6	-1.1	-0.3	-13.8	-0.5	-13.9	3.4	-0.9	-2.5	-15.1	-0.5
O=[N+]([O-])c1ccc(-n2cccn2)c(-c2nn[nH]n2)c1	1.2	-1.2	-0.3	0.6	-1.9	-6.5	2.5	-0.6	-2.1	2.0	0.9
COc1ccc(S(=O)(=O)N(C)CC(=O)NCc2cccnc2)cc1OC	0.8	-1.5	0.6	1.7	-0.8	1.8	-0.5	-0.5	-3.1	6.0	-0.8
COc1cccc(NC(=S)N(CCC(C)C)C2CCN(C(C)=O)CC2)c1	2.2	-0.6	0.4	1.6	1.9	-3.9	6.2	-0.3	-3.6	-5.3	1.3
Cc1cc(C(F)(F)F)nn1CC(=O)N1CCCCC1C (stereo unspecified)	-1.1	-1.2	0.0	-1.5	0.0	-6.6	8.4	-1.7	-5.6	0.8	0.3
O=C(CCC(=O)N(CC(=O)NC1CCCCC1)Cc1ccc(F)cc1)Nc1nccs1	-3.6	-0.9	0.8	5.5	-0.3	5.6	10.2	-1.6	1.3	-4.5	1.8
CN(CCc1ccccn1)C(=O)c1ccc(OC2CCN(CCc3ccccc3)CC2)cc1	1.8	-1.3	-0.8	-1.8	1.1	-5.7	-5.3	-1.0	-6.6	-7.6	0.2
C=CCN=C1S/C(=C\c2ccc(Cl)cc2)C(=O)N1CC=C	1.9	-1.7	0.0	2.0	0.4	2.1	2.6	-1.9	-1.9	-4.3	.
O=C(N/N=C/c1ccccc1C(F)(F)F)c1ccc2nc[nH]c2c1	1.6	-0.8	-0.1	0.5	5.9	-3.5	1.9	2.1	-1.0	-1.1	-0.1
C/C(=C\c1ccccc1)C(=O)NCc1ccco1	2.7	-0.3	0.4	-0.7	-0.4	2.9	4.2	4.5	-2.4	-2.8	2.0
CCOC(=O)c1c(SCCN2CCCCC2)n(-c2ccccc2)c(=S)n(-c2ccccc2)c1=O	3.2	-0.2	-0.4	0.4	-1.4	-6.8	-4.6	-0.3	-3.0	-2.7	0.3
CCCN(CC1CC1)C(=S)Nc1ccc(C(C)=O)cc1	2.0	-1.4	0.9	-2.1	0.7	-4.8	4.8	-0.2	-6.4	-9.7	-0.1
Cc1ccccc1Cn1cccc1/C=C1/C(=N)N2C=CSC2=NC1=O	-1.2	-1.6	-0.9	-43.3	-2.2	-43.0	-10.4	-1.8	-23.8	-62.9	0.1
O=C(Nc1cccc2[nH]ncc12)c1ccc(F)cc1	-10.8	-1.4	-0.3	-0.3	7.5	4.0	-1.2	1.5	-0.3	-2.0	3.9
COCCN1CC(=O)N(c2cccc(C)c2C)C(c2ccc(Cl)cc2)C1=O (stereo unspecified)	0.0	-1.0	-0.2	0.4	0.8	1.5	-5.7	-1.8	-4.9	-1.3	0.4
CCOc1cc(/C=N/Nc2nc(-c3cccc(S(=O)(=O)N4CCCC4)c3)cs2)ccc1O	4.1	-1.6	-1.3	-8.3	-5.3	0.2	6.6	-3.1	1.6	-12.6	-3.7
C[C@@H]1CN([C@H](C)CO)C(=O)CCCn2nncc2CO[C@H]1CN(C)C(=O)CCC(F)(F)F	2.0	-1.2	-0.4	-0.5	0.6	-8.5	12.2	1.4	-3.3	0.8	0.2
CCC(SC1=N/C(=C/c2ccccc2OC)C(=O)N1c1ccccc1)C(=O)Nc1cc(C)on1 (stereo unspecified)	3.1	-1.6	-1.1	-33.0	-1.8	11.6	-2.9	-3.1	3.6	-36.1	-0.5
Cc1ccnc(NS(=O)(=O)c2ccc3c(c2)CCO3)c1	.	-2.1	-0.3	-4.4	-1.1	-2.0	-4.6	0.6	-3.5	-7.3	.
COc1ccccc1NC(=O)C1=C(C)Nc2nnnn2C1c1ccccc1OC (stereo unspecified)	-2.8	-1.0	-0.2	-5.6	0.7	-50.8	18.7	-2.1	-18.1	-6.8	1.8
NS(=O)(=O)c1cccc(NC(=O)CSc2nnc(-c3ccccc3F)n2C2CC2)c1	-2.1	-1.1	-0.1	2.3	-1.0	11.3	0.1	-1.4	-1.6	-7.8	0.0
O=S1(=O)c2c(F)cccc2OC(COc2ccccc2)CN1CCc1ccc(F)cc1 (stereo unspecified)	1.6	-0.9	-0.2	-3.0	2.2	9.3	-9.0	-0.6	3.0	-1.1	-0.3
COCCNc1nnc(SCC(=O)NC2CCCCC2)s1	-0.1	-0.8	0.3	-0.8	3.2	-9.8	1.3	0.8	-0.2	-4.9	1.2
O=C(NN=Cc1ccccc1C(=O)O)c1ccc(NS(=O)(=O)c2cccs2)cc1	0.1	-1.0	1.0	-3.5	5.0	-0.9	7.4	-0.9	0.7	-13.4	0.2
O=C(Nc1cccc([N+](=O)[O-])c1)Nc1ccc(Cl)cn1	-0.1	-1.4	-0.1	-1.8	-0.8	4.0	3.6	0.2	-0.1	-0.7	-0.5
O=C(C1CCCN(c2ncccn2)C1)N1CCc2ccccc21 (stereo unspecified)	0.6	-1.6	-0.9	-10.4	-0.5	-15.8	1.4	-2.2	-6.6	-11.4	-0.8
CCN=C1NC(c2ccc(C(F)(F)F)cc2)C(C(=O)OC)=C(C)N1Cc1ccccc1C(F)(F)F (stereo unspecified)	.	-1.0	1.0	0.9	-1.0	-13.5	13.3	0.1	-3.8	0.0	.
CCCN(CCC)CCCNC(=O)c1ccc2c(Cl)c3c(nc2c1)CCC3	0.7	-1.5	0.4	4.3	5.1	-1.9	-2.5	-0.7	1.3	-5.3	-0.3
NS(=O)(=O)c1ccc(CNC(=O)C2(c3ccc(Cl)cc3)CC2)cc1	-1.7	-0.6	0.2	4.7	-3.6	-3.0	-0.7	0.5	-3.2	-7.4	0.6
CC(C)[C@H](N)C(=O)N[C@H](C(=O)N1CCC2CCN(Cc3ccccc3)CC21)C(C)C (stereo partly specified)	.	0.0	-1.6	-5.3	0.5	-12.5	-2.8	-1.1	-2.6	-0.1	.
CCc1[nH]nc(C(=O)N2CCCC(Nc3ccc(C(C)C)cc3)C2)c1C (stereo unspecified)	-1.7	-1.1	-1.7	6.3	-0.6	-4.1	-1.7	-1.3	0.7	-9.2	0.8
COc1ccc(CC(=O)N2CCN=C2SC)cc1	0.4	-1.6	2.0	0.8	-3.5	-13.5	8.7	0.9	-5.1	0.7	0.4
N#CCCn1cnc2c(=S)nc[nH]c21	-1.2	-0.6	-0.1	1.9	-2.9	3.8	5.1	-1.6	0.7	6.7	0.8
Cc1nc2nc(Cc3ccccc3)nn2c(C)c1Cl	3.3	-0.6	0.1	-1.9	1.6	-2.7	6.5	0.6	-3.3	-5.3	0.0
N#Cc1ccc(COC(=O)c2cnc(Cl)c(Cl)c2)cc1	0.0	-1.2	0.1	6.2	0.2	9.4	8.9	0.7	3.3	-1.5	-0.8
Cc1cccn2c(CNCCSc3nccn3C)c(C(=O)N3CCCCC3)nc12	0.5	-1.4	-0.4	0.2	-0.1	3.8	4.6	1.5	2.6	-7.3	0.0
CC(C)Oc1ccc(CCc2n[nH]c(=S)n2Cc2ccccc2)cc1	-0.7	-1.6	-0.3	-1.3	-0.9	6.9	-0.3	-2.5	2.9	-4.7	-0.3
Cc1cccc(C)c1NC(=O)C1(C)CN(S(C)(=O)=O)CC(=O)N1CCCn1ccnc1 (stereo unspecified)	.	-0.2	-1.0	3.0	5.2	-2.7	-1.2	-2.3	-2.1	5.2	.
